XIAP antagonists: XIAP antagonists, biochemical, IAP family, fluorescence polarization (AID 1018) | E3 ubiquitin-protein ligase XIAP (Homo sapiens) | XIAP BIR domain, fluorescence polarization peptide displacement; higher % means a stronger effect | displacement, % at 20 µM, or IC50 in µM where a hit was titrated | 0.007% of 200,000 active; in the data active means displacement above about 50%; further: a part of the inactive calls stands beside numbers as strong as those of hits
Yfh1-depleted yeast: enhancers of respiration in Yfh1-depleted yeast, dose response, Friedreich's ataxia, plus single-dose screen (AID 1465); fold induction at 50 µM; hits with a dose series show EC50 in µM; 0.074% of 220,000 active; S. cerevisiae Yfh1-off respiration, WST-1 reduction, 72 h; higher fold induction means a stronger effect;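 active means fold induction of absorbance versus untreated yeast above a set limit, then at least 30% activation at any dose in follow-up; inconclusive means repeats straddling the limit, or above it without dose testing; inactive means fold induction below the set limit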;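 further: activators that raise dye reduction in frataxin-depleted yeast; strong numbers were not always called active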
ER stress rescue: rescue of cells from ER stress-induced death, primary screen, 384-well, CSM14.1, thapsigargin, ATP luminescence (AID 1222); CSM14.1 thapsigargin-induced death rescue, ATP luminescence; higher % means a stronger effect; one-dose cellular ATP content (survival), % at 20 µM; EC50 in µM for titrated hits; 190,000 tested, under 10 active;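 active means EC50 below 50 µM in the dose-response confirmation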;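 further: death triggered by thapsigargin at about 15 µM added after 2 h compound pretreatment; cell ATP read after overnight thapsigargin exposure of roughly 18 to 22 hours; normalized against plate controls of thapsigargin alone and 5% DMSO vehicle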
PhoP inhibition: inhibitors of PhoP regulon expression, primary screen, Salmonella Typhimurium, GFP reporter (AID 1863); S. Typhimurium PhoP-regulated promoter GFP reporter, 4 h; higher % means a stronger effect; inhibition, % at 50 µM; hits with a dose series show IC50 in µM; 0.16% of 300,000 active;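 active means inhibition over 29.93%, a cutoff 3 SD above the screen mean, later confirmed by dose response; inconclusive means inhibition over 29.93% but no dose response follow-up; inactive means inhibition at most 29.93% or unconfirmed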;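 further: 0% = low Mg2+ inducing control and 100% = high Mg2+ repressing control; strong numbers were not always called active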
P. falciparum M17LAP: P. falciparum M17LAP inhibitors, primary screen, biochemical, fluorogenic H-Leu-NHMec substrate, 1536-well (AID 1619) | Leucine aminopeptidase (Plasmodium falciparum (isolate 3D7)) | recombinant M17LAP, H-Leu-NHMec fluorogenic kinetic assay; higher % means a stronger effect | one-dose inhibition, % at 30 µM; IC50 in µM for titrated hits | 0.38% of 220,000 active;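 active means compound inhibiting the enzyme by more than half at any dose during confirmatory dose-response retesting; inconclusive means strong single-dose inhibitors picked by rank but not retested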;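 further: plate controls were full reaction with DMSO carrier for no effect and no enzyme background for full effect; strong numbers were not always called active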
Siah-1 displacement: Siah-1 peptide-binding antagonists, primary screen, biochemical, fluorescence polarization, rhodamine-plectin, uHTS (AID 1817). E3 ubiquitin-protein ligase SIAH1 (Homo sapiens). Siah-1 / rhodamine-plectin peptide fluorescence polarization; higher % means a stronger effect. displacement, % at 20 µM, or IC50 in µM where a hit was titrated. 0.02% of 290,000 active;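 active means displacement of at least 50% at 20 µM, with a fluorescence ratio check between 0.3 and a set limit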;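 further: plate controls were Siah plus tracer with DMSO for no effect and tracer alone without Siah for full effect; strong numbers were not always called active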
P. falciparum M1AAP: P. falciparum M1AAP inhibitors, biochemical, fluorogenic H-Leu-NHMec substrate, 1536-well (AID 1445). Aminopeptidase N (Plasmodium falciparum (isolate 3D7)). recombinant M1AAP, H-Leu-NHMec fluorogenic kinetic assay; higher % means a stronger effect. one-dose inhibition, % at 30 µM; IC50 in µM for titrated hits. 0.42% of 220,000 active;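 active means primary inhibition above the hit cutoff, then over 50% inhibition at one or more dose response concentrations, cut at about 23% in these data, passing the limit was not always enough; inconclusive means conflicting primary data, or primary hits not chosen for dose response; inactive means low primary inhibition, or under 50% at every dose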;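 further: plate controls were DMSO full reaction for no effect and no enzyme background for full effect; strong numbers were not always called active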
West Nile virus CPE: West Nile virus antiviral activity, cell-based, CPE readout (AID 1621). one-dose CPE inhibition, % at 10 µM; IC50 in µM for titrated hits. 0.02% of 290,000 active. West Nile virus-infected cells, CPE inhibition; higher % means a stronger effect; in the data active means a potency from the dose series; inconclusive means CPE inhibition mostly from about 3.7% at the one dose, without a potency; inactive means the rest, 99 in 100 with CPE inhibition below about 2.2%; further: strong numbers were not always called active
human PMI inhibitors: human PMI inhibitors, high substrate, primary screen, biochemical, fluorescence intensity, high mannose 6-phosphate (AID 1220); recombinant PMI enzyme, coupled fluorescence intensity; higher % means a stronger effect; 0.66% of 190,000 active; inhibition, % at 20 µM; hits with a dose series show IC50 in µM; in the data active means inhibition above about 50%
The depositor's hits bear a star; i = inactive; u = inconclusive; x = no result given.

SMILES	XIAP antagonists	Yfh1-depleted yeast	ER stress rescue	PhoP inhibition	P. falciparum M17LAP	Siah-1 displacement	P. falciparum M1AAP	West Nile virus CPE	human PMI inhibitors
COc1ccccc1N(CC(=O)N1CCCCC1)S(=O)(=O)c1ccccc1	-5.4%	i	2.2%	-0.5%	-9.1%	3.5%	14.2%	-0.6%	0.9%
COc1cc(C(=O)NCCC(=O)NC2CCCCCCC2)cc(OC)c1OC	-2.8%	i	-2.4%	-3.1%	-8.4%	4.0%	1.4%	-0.3%	-1.1%
CC1CCN(c2ccccc2NC(=O)c2ccc(N3CCOCC3)c([N+](=O)[O-])c2)CC1	-4.2%	i	-1.9%	0.3%	-1.4%	7.7%	-1.9%	0.0%	6.0%
CNC(=S)NNC(=O)COc1cccc(C)c1C	-4.0%	i	-1.0%	-2.3%	1.8%	9.2%	-1.0%	0.0%	-3.4%
CC(C(=O)NCC1(c2ccccc2)CCCC1)N1CCCC1 (stereo unspecified)	-10.8%	i	4.5%	28.3%	3.1%	-2.0%	3.4%	-0.1%	-4.0%
Cc1cc(C)c(S(=O)(=O)N(C)CC(N)=O)c(C)c1	-7.0%	i	x	4.0%	-0.9%	-1.3%	-0.1%	-0.3%	-14.2%
CCn1cc(C(=O)NC2CCC(C)CC2)c(=O)c2cc(S(=O)(=O)N3CCCCC3)ccc21 (stereo unspecified)	-2.4%	i	32.3%	-6.6%	-5.6%	3.1%	7.1%	0.1%	0.5%
O=C1c2oc3ccccc3c(=O)c2C(c2ccc(O)cc2)N1c1nccs1 (stereo unspecified)	-3.6%	i	2.3%	-1.8%	-4.5%	-6.0%	4.5%	1.3%	-4.5%
CCCN(CCO)Cc1cccc(Br)c1	-9.9%	i	-1.2%	-4.8%	7.3%	3.2%	-3.7%	1.1%	-3.8%
CCC(C)NC(=O)c1ccccc1NC(=O)COc1ccc(OC)cc1 (stereo unspecified)	-11.3%	x	-0.3%	-7.7%	6.9%	0.2%	6.5%	x	1.2%
O=C(c1ccc([N+](=O)[O-])cc1)N(Cc1ccccc1)c1ccccn1	-18.7%	i	x	1.8%	-5.5%	1.9%	6.1%	-0.6%	4.1%
CN(C)S(=O)(=O)c1ccc(C(=O)OCC(=O)Nc2ccc(OC(F)F)cc2)cc1	x	i	x	-2.1%	0.9%	4.5%	5.2%	0.8%	x
CCn1c2ccccc2c2cc(N)ccc21	-1.2%	i	-2.6%	29.8%	-1.8%	1.8%	6.3%	0.0%	39.7%
O=C(O)/C=C\C(=O)Nc1ccc(Oc2ccc(Br)cc2)cc1	-1.2%	i	1.4%	8.1%	28.0%	10.6%	2.8%	0.6%	2.1%
CCOC(=O)N1CCC(NS(=O)(=O)c2cc3c(cc2Cl)NC(=O)CO3)CC1	4.0%	i	-1.4%	-9.3%	-2.8%	-0.4%	14.5%	-0.2%	-0.5%
Cc1ccc(-n2c(SCC(=O)NCCN3C(=O)CSC3=O)nnc2-c2ccccc2)cc1C	-7.2%	i	-0.6%	6.8%	19.4%	-3.7%	3.0%	-0.6%	-10.7%
O=C(NCCSCc1ccccc1)c1ccc(Cl)c(S(=O)(=O)N2CCOCC2)c1	-3.7%	i	-0.4%	3.7%	-19.1%	0.6%	3.4%	-0.3%	0.2%
COC(=O)c1[nH]nc(C(=O)OC(C)(C)C)c1-c1ccccc1	-2.5%	i	-0.5%	-1.2%	22.9%	3.0%	-1.4%	-1.0%	2.4%
Cc1ccc(-n2c(SCC3CNC(=O)O3)nnc2-c2ccccc2)cc1C (stereo unspecified)	2.7%	i	2.0%	13.7%	15.8%	5.8%	-1.3%	-0.4%	1.6%
O=C(CC(C(=O)N1CCc2ccccc21)n1ccnc1)N1CCc2ccccc2C1 (stereo unspecified)	-3.5%	x	-1.4%	-3.0%	-0.5%	3.4%	4.0%	x	32.3%
CN1C(=O)S/C(=C\c2ccccc2OCc2ccc(C(=O)O)cc2)C1=O	-9.0%	i	1.6%	3.3%	5.6%	-1.1%	18.7%	0.5%	-3.4%
CC(C)NCC(O)c1cc(O)cc(O)c1 (stereo unspecified)	x	i	x	-1.1%	0.6%	2.5%	-3.7%	0.2%	x
Cc1ccc(C(=O)c2cc([N+](=O)[O-])ccc2N2CCCCC2)cc1C	-3.3%	i	-1.8%	0.0%	-5.9%	7.7%	6.2%	-0.8%	6.4%
CC1CCN(c2nc3nonc3nc2N2CCC(C)CC2)CC1	-8.7%	i	-0.4%	-2.0%	-6.6%	-3.7%	2.5%	-0.9%	16.4%
Cc1c(Cl)cccc1NC(=S)N/N=C/c1ccccc1Cl	x	i	x	-14.2%	5.9%	3.1%	9.9%	-0.2%	x
COc1cccc(CNC(=O)CC2Sc3ccccc3NC2=O)c1 (stereo unspecified)	-4.7%	i	-0.2%	4.6%	-7.6%	7.9%	1.0%	-0.1%	-7.5%
Cc1cccc2c3nc4ccccc4nc3n(CCCN3C(=O)c4ccccc4C3=O)c12	2.4%	x	-1.2%	2.8%	15.8%	5.1%	1.7%	x	-3.4%
COC(=O)CSc1nnc(CNC(=O)c2ccc(OC)c(OC)c2)n1C	-4.8%	i	x	4.3%	1.9%	1.3%	-1.8%	0.4%	5.6%
O=C(O)c1cccc(NC(=S)NC(=O)c2ccncc2)c1	-3.6%	i	-0.1%	6.0%	0.7%	5.2%	2.2%	0.8%	-9.4%
Cn1nnnc1SCc1csc(C2C(C#N)=C(N)OC3=C2C(=O)CCC3)c1 (stereo unspecified)	-6.1%	i	2.4%	-7.4%	4.6%	2.4%	2.6%	0.7%	7.4%

Some entries already given, reduced to P. falciparum M1AAP:
structure	P. falciparum M1AAP
Cc1ccc(C(=O)c2cc([N+](=O)[O-])ccc2N2CCCCC2)cc1C	6.2%
Cc1cccc2c3nc4ccccc4nc3n(CCCN3C(=O)c4ccccc4C3=O)c12	1.7%

Following part
SMILES	XIAP antagonists	Yfh1-depleted yeast	ER stress rescue	PhoP inhibition	P. falciparum M17LAP	Siah-1 displacement	P. falciparum M1AAP	West Nile virus CPE	human PMI inhibitors
O=c1[nH]c(CN2CCOCC2)nc2cc(Cl)ccc12	-6.3%	i	-0.6%	1.5%	-3.8%	2.1%	3.0%	-0.2%	-8.5%
O=C(CC12CC3CC(CC(C3)C1)C2)NCCN1CCOCC1	-5.9%	i	-0.4%	4.5%	2.7%	-0.9%	-0.6%	0.1%	-7.9%
Cc1cccc(NC(=S)NC2CC3CCCC(C2)N3CC(C)C)c1 (stereo unspecified)	-4.0%	i	0.4%	-0.8%	-13.8%	1.7%	1.3%	-0.6%	-4.3%
CN(NC(=O)c1c(Cl)cccc1Cl)c1cccc(Cl)n1	-5.1%	i	x	-1.0%	15.8%	9.7%	3.1%	-0.2%	0.6%
CC(C)OP(=O)(OC(C)C)C(NC(=O)c1cccc([N+](=O)[O-])c1)C(N)=O (stereo unspecified)	-3.2%	i	-0.3%	-4.3%	11.4%	4.8%	u	1.1%	-9.0%
Cc1noc(C)c1COc1ccc(C(=O)NCC2CCCO2)cc1 (stereo unspecified)	2.3%	i	-0.1%	-2.9%	-0.2%	0.4%	-5.7%	0.2%	-2.9%
CC1=C(O)C(=O)OC1c1c(Cl)cccc1Cl (stereo unspecified)	x	i	x	5.8%	-5.8%	1.4%	0.1%	0.0%	x
O=C(NCc1cccnc1)C1CCC(CNS(=O)(=O)c2ccc(Cl)cc2)CC1 (stereo unspecified)	-5.0%	i	-0.5%	-4.5%	2.1%	3.1%	3.9%	0.8%	3.7%
COc1cccc(Oc2ccc(OC)cc2C(=O)O)c1	x	i	x	-6.3%	1.0%	-0.2%	2.1%	0.0%	x
O=C(O)CC12CC3CC(C1)CC(n1cncn1)(C3)C2	-10.0%	i	0.4%	-1.5%	-0.8%	2.0%	-2.5%	0.4%	-7.7%
O=C(Nc1cccnc1)/C(N=Nc1ccc(Cl)c(C(F)(F)F)c1)=C(\O)c1ccccc1	-38.2%	i	-3.3%	17.0%	-3.7%	1.8%	-0.8%	0.0%	-1.8%
CC1CCCCN1S(=O)(=O)c1ccc2c(c1)CCN2C(=O)CCC(=O)O (stereo unspecified)	-7.1%	i	3.8%	-0.4%	-10.3%	2.4%	-7.8%	0.2%	7.5%
Cc1c(NP(=O)(Oc2ccccc2F)Oc2ccccc2F)c(=O)n(-c2ccccc2)n1C	2.0%	i	-0.1%	-0.1%	2.9%	7.0%	8.6%	-0.5%	-2.8%
O=C(CN1/C(=C(/O)c2ccccc2)C(=O)c2ccccc2S1(=O)=O)c1ccccc1	-5.7%	i	-0.1%	14.1%	27.4%	0.3%	5.5%	-1.1%	-2.0%
O=C(/C=C/c1ccco1)Nc1ccc(N2CCCC2)cc1	-2.5%	i	-1.2%	-2.8%	17.2%	-5.6%	7.7%	-1.1%	8.5%
Cc1cccc2cc(CN(Cc3ccco3)C(=O)c3ccncc3)c(=O)[nH]c12	-0.6%	i	x	-8.2%	1.1%	4.9%	6.2%	-0.3%	6.0%
CCOC(=O)C1=C(C)NC(C)=C(C(=O)OCC)C1c1ccc(C)o1	x	i	x	-4.5%	-2.3%	10.0%	6.1%	-0.5%	x
C=CCOc1ccc(CNc2nccs2)cc1	-2.7%	i	-1.7%	4.5%	3.1%	1.9%	2.8%	-0.1%	12.8%
Cc1nc(SCC(=O)c2ccccc2)c(C#N)c(-c2ccco2)c1C(=O)NCc1ccco1	-9.7%	i	-3.5%	-2.7%	33.1%	-1.3%	8.0%	-0.3%	-44.5%
c1ccc2c(c1)CCc1c-2nc2ccccc2c1N1CCOCC1	x	i	x	-1.7%	-0.4%	-3.3%	2.1%	0.2%	x
CCCCC1=CC2=CC(=O)C(C)(OC(=O)CC)C(=O)C2=CN1CCOC (stereo unspecified)	x	i	x	-3.9%	21.6%	8.1%	-2.0%	-0.1%	x
Nn1c(-c2ccccn2)nnc1-c1ccccn1	-2.4%	i	x	11.1%	9.4%	-0.9%	2.5%	-0.1%	0.8%
CC(Sc1nncn1C)C(=O)Nc1nnc(-c2ccccc2)s1 (stereo unspecified)	-15.9%	i	-2.1%	13.1%	30.1%	13.6%	1.4%	0.2%	6.0%
CCOc1ccccc1NC(=O)C1CCCN(C(=O)NCc2ccccc2)C1 (stereo unspecified)	-2.1%	i	x	-0.8%	-2.3%	1.4%	7.6%	-0.6%	2.0%
O=C(Nc1ccccc1O)c1cc(S(=O)(=O)N2CCOCC2)ccc1Cl	1.0%	i	x	-4.7%	-6.6%	2.2%	2.6%	0.0%	9.7%

High-throughput results (PubChem)

The order is random; 1.6% or so of the library scored in one or more.
